# Compound activity as filed in PubChem BioAssay.
# miR-122 sensor = blocks miR-122 activity in Huh7 sensor cells | Huh7 miR-122 Renilla luciferase sensor, 48 h; neutral wells = 0, positive control = 100 | activation (reporter increase), % at 12.5 µM | 0.3% of 340,000 active | AID 602342;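 active = mean replicate activation score at least 90 and every replicate individually at or above 90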;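 note: higher luciferase means less miR-122 activity so hits act as miR-122 inhibitors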
# FN deposition inh = fibronectin deposition inhibition | AH1F fibroblasts, Alexa488-fibronectin deposition fluorescence, overnight | inhibition, % at 12.6 µM | 0.086% of 350,000 active | AID 743247;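 active = mean inhibition across replicates of 30% or more, regardless of how many single replicates reach that level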;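 note: positive control wells lacked labelled fibronectin entirely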
#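 Measured by – fluorescence 485/525 nm · System – AH1F fibroblast monolayer, labelled fibronectin deposition · Amount – 10000 cells per well · Buffer or medium – serum-reduced DMEM (2% serum) · Doses – single dose, pinned · Also added – fluorescent fibronectin at 24 nM final · Schedule – 1 h cell attachment, overnight exposure to compound and label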
# GSIS activator = primary screen for activators of insulin secretion dependent on glucose, INS-1E cells, GLuc reporter luminescence | AID 743287 | activation, % at 16.6 µM | 0.61% of 370,000 active | INS-1E GLuc reporter insulin secretion, 2-3 h;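 active = lowest replicate activation of at least 40%, so every replicate reaches that level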;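 note: 0% = median of neutral control wells and 100% = median of IBMX positive control wells; some compounds called inactive have numbers as strong as hits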
# PGC1a acetyl inh = lowers PGC1a acetylation signal in U2OS cells; AlphaScreen anti-acetyl-lysine; with virally co-expressed GCN5 acetyltransferase; inhibition, % at 15.6 µM; 0.17% of 350,000 active;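 active = every replicate shows inhibition of at least 40%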;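 note: 0% = neutral control wells and 100% = positive control wells; some results beyond the cut were filed as inactive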
# Cneo AK release = Cryptococcus neoformans lysis via adenylate kinase release; C. neoformans lysis, adenylate kinase release luminescence, 4 h; normalised: neutral wells 0, clomiphene wells 100; 0.2% of 360,000 active; lysis activity, % at 15 µM;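 active = mean lysis activity across replicates of at least 80%, whatever share of replicates individually reach that level; inactive = mean lysis activity below 80%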
#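 Material: C. neoformans cells | Amount: Yeast cell density of 5 × 10^6 cells/mL | Medium: Fresh YPD growth medium | Dosing: Single dose | Times: Static 4 h at 37 °C with compound, 1 h detection | Detection: AK luminescence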
# CFTR F508del cor = correctors of CFTR F508del function in bronchial epithelial cells. CFBE cells, YFP halide quenching; stimulated with forskolin plus potentiator P3; % fluorescence drop versus neutral controls. activity (quench increase), % at 7.58 µM. 0.36% of 350,000 active. AID 720511;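 active = mean added fluorescence quench of at least 8% versus neutral control, with both replicates also reaching 8%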;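 note: cells transiently co-express mutant CFTR-F508del with the halide-sensitive YFP; corrector assay measuring rescue of mutant channel to the surface after 24 h compound exposure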
# Statin myotox sup = suppression of simvastatin myotoxicity; C2C12 myotubes + simvastatin, ATP luminescence, 48 h; scaled: DMSO 0, geranylgeraniol control 100; rescue of ATP level, % at 7.49 µM; 0.78% of 330,000 active; AID 602340;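 active = mean ATP rescue above about 67%, or every replicate alone reaching that limit, limit read from the data, passing the limit was not always enough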;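 note: myotubes were challenged with 10 µM simvastatin during compound exposure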
# PglD DTNB = PglD (C. jejuni) enzyme inhibition | purified PglD enzyme, DTNB colorimetric CoA detection | inhibition, % at 12.5 µM | 0.098% of 360,000 active | AID 602405; in the data active = inhibition above about 16%, passing the limit was not always enough; note: strong numbers were not always called active
# Numbers without * were called inactive; / = no result given; [ ] = another dose, or the depositor's remark.
SMILES,miR-122 sensor,FN deposition inh,GSIS activator,PGC1a acetyl inh,Cneo AK release,CFTR F508del cor,Statin myotox sup,PglD DTNB
CCCCc1cc(=O)oc2c(C)c(OCC(=O)N3CCCC3)ccc12,1,2,/,/,7,-4.0,-2,2
Cc1cccc(CSc2nc3c(c(=O)[nH]2)CCC3)c1,-5,11,0,5,0,-0.2,/,5
COC(=O)C1=C(C)N(c2ccc(Cl)cc2)/C(=C/c2ccc(O)cc2)C1=O,/,0,8,-1,/,0.4,/,/
C[C@H](CO)N1C[C@H](C)[C@@H](CN(C)Cc2cccnc2)Oc2cc(-c3ccccc3F)ccc2S1(=O)=O,47[16.7 µM],4,-13,-17,-2,-1.2,-17,/
Cn1nc([N+](=O)[O-])c2c(-c3nc4ccccc4s3)c(N)n(C3CCCCC3)c2c1=O,2,3,/,/,7,/,/,6
O=C(c1ccccn1)N1CC[C@H]2[C@H](CO)Nc3ccc(C#Cc4cccnc4)cc3[C@H]21,-3[16.7 µM],7,-38,3,49,-0.8,-4,1
Cc1ccc(C(=O)Nc2cccc(S(=O)(=O)N(C)c3ccccc3)c2)o1,0,1,-25,-10,2,-0.1,2,4
O=C(C[C@@H]1CC[C@@H]2[C@H](COC[C@@H](O)CN2Cc2ccncc2)O1)NCc1ccccc1Cl,2[16.7 µM],7,-1,-6,4,-3.6,3,5
COCC#Cc1ccc2c(c1)O[C@H](CN(C)Cc1ccc(F)cc1)[C@@H](C)CN([C@H](C)CO)S2(=O)=O,16[16.7 µM],-25,6,-34,54,-4.0,-27,2
Cn1nc(C(F)(F)F)c(CNC(=O)C(C)(C)CCl)c1N1CCOCC1,3,1,-9,-7,-1,2.9,-1,-6

# Profiles, looked up by structure. Values in the order: miR-122 sensor	FN deposition inh	GSIS activator	PGC1a acetyl inh	Cneo AK release	CFTR F508del cor	Statin myotox sup	PglD DTNB
# Listed for `C[C@H](CO)N1C[C@H](C)[C@@H](CN(C)Cc2cccnc2)Oc2cc(-c3ccccc3F)ccc2S1(=O)=O` : 47[16.7 µM]	4	-13	-17	-2	-1.2	-17	/
# Listed for `COC(=O)C1=C(C)N(c2ccc(Cl)cc2)/C(=C/c2ccc(O)cc2)C1=O` : /	0	8	-1	/	0.4	/	/
# Listed for `Cn1nc([N+](=O)[O-])c2c(-c3nc4ccccc4s3)c(N)n(C3CCCCC3)c2c1=O` : 2	3	/	/	7	/	/	6
# Listed for `O=C(c1ccccn1)N1CC[C@H]2[C@H](CO)Nc3ccc(C#Cc4cccnc4)cc3[C@H]21` : -3[16.7 µM]	7	-38	3	49	-0.8	-4	1
# Listed for `COCC#Cc1ccc2c(c1)O[C@H](CN(C)Cc1ccc(F)cc1)[C@@H](C)CN([C@H](C)CO)S2(=O)=O` : 16[16.7 µM]	-25	6	-34	54	-4.0	-27	2

# (next part)
SMILES,miR-122 sensor,FN deposition inh,GSIS activator,PGC1a acetyl inh,Cneo AK release,CFTR F508del cor,Statin myotox sup,PglD DTNB
CC12CCC(C(=O)n3c1nc1ccccc13)C2(C)C (stereo not given),-5,/,-9,4,0,/,10,2
CS(=O)(=O)c1ccc(Cl)c(NC(=O)Cc2c(Cl)cccc2Cl)c1,-18,-2,-8,1,0,2.6,-7,3
COc1cccc(S(=O)(=O)N[C@@H]2C=C[C@H](CC(=O)NC3Cc4ccccc4C3)O[C@H]2CO)c1,-2[16.7 µM],10,7,2,-3,-0.9,16,-1
CN1CCN(c2ccccc2NC(=O)c2cc3c(s2)-c2ccccc2OC3)CC1,-5,-8,/,-5,2,-0.4,-4,-3
Cn1cnc(S(=O)(=O)N[C@@H]2C=C[C@@H](CC(=O)NCC3CCCCC3)O[C@H]2CO)c1,/,-6,18,2,-4,1.5,8,0
COc1ccc(Cl)cc1NC(=O)c1nnn(CC(=O)Nc2ccc3c(c2)OCO3)c1N,4,-3,-4,/,2,0.0,1,2
Cc1n[nH]c(=S)n1-c1ccc(Cl)cc1,/,10,7,4,/,-3.8,/,/
CO[C@@H]1CN(C)C(=O)c2cc(NC(C)=O)ccc2OC[C@H](C)N(C(=O)C2CCCCC2)C[C@@H]1C,/,-6,-4,-16,4,0.2,-3,4
O=C(O)c1ccccc1C(=O)c1ccc2oc(=O)[nH]c2c1,1,3,1,3,/,0.7,1,/
CC1CC(C)CN(CCCNS(=O)(=O)c2ccc3c(c2)oc(=O)n3C)C1 (stereo not given),0,/,26,2,1,-2.0,-2,0
CCOC(=O)C1=C(O)C(=O)N(Cc2cccnc2)C1c1ccc(OC)cc1 (stereo not given),2,-2,-7,2,/,-0.3,/,/
Cc1nc2c(OCCOc3ccccc3)cccn2c1N(C)C(=O)CCC1CCCC1,-4,4,-13,-13,0,0.7,-15,-1
CC(C)NC(=O)C1(C)CCN1C/C=C/c1ccccc1 (stereo not given),1,-2,0,0,1,0.9,3,0
CCCCN=Cc1sc2ccc(OCC)cc2c1O,-2,-5,/,6,-2,/,-13,-1
CCS(=O)(=O)Nc1ccc2c(c1)C(=O)N(C)[C@@H]1CC[C@H](CC(=O)NCCOC)O[C@H]1CO2,/,5,10,/,-2,/,-6,-4
Cc1ccc2nc(N/C(=N/S(=O)(=O)c3ccc(F)cc3)c3ccccc3)sc2c1,/,-7,-10,/,-3,0.9,/,0
C[C@@H]1CN([C@H](C)CO)S(=O)(=O)c2ccc(C#CC(C)(C)O)cc2O[C@H]1CN(C)Cc1ccc(-c2ccccc2)cc1,-16[16.7 µM],11,-4,12,9,-3.0,-97,0
CCCn1c(N)c(N(CCOC)C(=O)c2cc3c(s2)CCCCC3)c(=O)[nH]c1=O,2,2,-6,-1,3,-0.6,/,4
CCOc1nc2ccccc2nc1NS(=O)(=O)c1ccc(Cl)cc1,3,0,-16,10,0,1.5,7,2
Cc1[nH]c(C)c(S(=O)(=O)Nc2cccc(Cl)c2C)c1C(=O)N1CCCCC1,86,2,-18,1,-2,0.5,2,5
O=C(Nc1cccc(F)c1)N1C[C@H]2[C@@H](c3ccccc31)[C@@H](CO)N2C(=O)Cc1ccccc1,-17[16.7 µM],/,-10,-17,-4,0.8,3,0
COc1ccccc1CNC(=O)C[C@@H]1C=C[C@@H](NC(=O)CN(C)C)[C@H](CO)O1,/,/,-3,4,/,1.3,-10,/
COc1cc(/C=N/NC(=O)c2cccc(S(=O)(=O)N3CCOCC3)c2)cc(OC)c1O,-9,-5,15,/,-3,2.0,-8,-7
CN1c2ccc(-c3ccc(F)cc3)cc2[C@@H]2[C@@H](CCN2S(=O)(=O)c2ccc(F)cc2)[C@H]1CO,0[16.7 µM],-10,5,-3,0,2.2,39,2
CCOc1ccc2oc(C(=O)N(Cc3nnc(-c4ccccc4Cl)o3)C3CC3)c(C)c2c1,-7,-1,-34,10,/,-0.6,14,/
Cc1cc(NC(=O)CCOc2ccc(F)cc2)no1,-4,-5,20,/,-2,-0.9,/,1
O=S(=O)(c1ccccc1)c1nnn2c1nc(NC1CCN(Cc3ccccc3)CC1)c1ccccc12,25,0,51,2,/,1.5,-14,/
CC(C)NC(=O)N1CCN(c2ccncc2S(=O)(=O)N2CCCCC2)CC1,1,-8,8,/,1,4.2,4,-4
C[C@@H]1CN([C@@H](C)CO)C(=O)c2c(c3ccccc3n2C)-c2ccccc2CO[C@H]1CN(C)S(=O)(=O)c1ccsc1,/,-10,-6,-64,-3,2.4,/,4
COCc1ccc(CN2CCC(n3nccc3NC(=O)CCCc3ccccc3)CC2)o1,4,-1,1,7,-1,0.0,3,-2
Cc1cc(=O)n(CCO)c(O)c1C#N,1,6,/,-3,-9,/,2,-5
Cc1cc(NC(=O)CSc2cc(Cl)ccc2Cl)n(-c2ccccc2)n1,1,5,-17,-20,0,-3.9,-1,3
Cc1ccc(-c2csc(NC(=O)C3CSC4(C)CCC(=O)N34)n2)cc1 (stereo not given),/,-3,-3,-4,4,0.4,-8,5
CC1(C(=O)NS(=O)(=O)c2ccccc2Cl)CCN1C(=O)c1ccccc1 (stereo not given),-4,-3,33,14,-1,1.4,2,-6
C[C@H]1CN([C@@H](C)CO)S(=O)(=O)c2ccc(-c3cccc(C(=O)N(C)C)c3)cc2O[C@@H]1CN(C)C(=O)Nc1ccc(F)cc1,29[16.7 µM],3,-15,-5,19,1.6,-27,3
O=C(Nc1ccc(F)cc1)C(c1ccccc1)N1CCN(CC(=O)N2CCCC2)CC1 (stereo not given),-9,-11,-27,3,0,0.0,3,0
Cc1ccc(NCCC#N)cc1C,13,-2,/,/,3,-2.4,4,0
C[C@H]1CN([C@@H](C)CO)S(=O)(=O)c2ccc(C#CC3CC3)cc2O[C@@H]1CN(C)Cc1ccncc1,16[16.7 µM],9,9,-12,1,3.4,-18,10
CCc1ccc(-c2nn(Cc3ccccc3)cc2C(=O)NCC2CCCO2)cc1 (stereo not given),/,-3,-35,-13,/,-1.2,-2,/
O=c1[nH]snc1-c1c(Cl)cccc1Cl,-10,/,-3,-1,4,-0.1,3,4
CC(C)CCn1c(SCC(=O)Nc2ccccc2C(F)(F)F)nc2nccnc2c1=O,-10,4,-7,-13,-1,0.3,2,1
CN(C)C(=O)C[C@@H]1CC[C@H]2[C@H](COc3ccc(NC(=O)C4CCC4)cc3C(=O)N2C)O1,/,-5,9,7,/,0.3,/,/
CSc1nc2ccc(NS(=O)(=O)c3ccc4c(c3)OCCO4)cc2s1,36,/,/,-6,-6,/,24,-5
Cc1[nH]c2ccccc2c1/C=C/c1cc[n+](C)cc1,-25,/,/,-6,0,/,-161,-12
CC(C)(C)NS(=O)(=O)c1ccc(C(=O)Nc2ccc3c(c2)OCO3)cc1,-2,0,6,/,-1,-3.9,-12,-1
C/C(=N\NC(=O)COc1ccc([N+](=O)[O-])cc1)c1ccco1,-2,9,-8,8,3,6.1,20,1
COc1ccc(N(CC(=O)Nc2ccc(Cc3ccncc3)cc2)S(=O)(=O)c2ccccc2)cc1,/,-2,4,/,1,0.9,4,-1
COc1ccc(NC(=O)CSc2nnc(CNc3ccc(C)cc3)n2C)cc1,-1,0,0,-4,/,1.7,/,/
Cc1coc2c(C)c3oc(=O)c(CCC(=O)NCc4ccccn4)c(C)c3cc12,-4,/,0,-19,1,-0.1,12,0
Clc1ccc(C2=NOC(c3nnc(-c4ccccc4)o3)C2)cc1 (stereo not given),-3,1,/,-5,-2,0.4,9,2

# Continuation:
SMILES,miR-122 sensor,FN deposition inh,GSIS activator,PGC1a acetyl inh,Cneo AK release,CFTR F508del cor,Statin myotox sup,PglD DTNB
O=C(Nc1ccc2nc(-c3ccco3)c(-c3ccco3)nc2c1)N1CCN(c2ccccn2)CC1,5,-9,4,-5,1,/,/,-1
CCOC(=O)CCc1c(C)c2ccc(OC3CCCCC3=O)c(C)c2oc1=O (stereo not given),/,9,-4,/,0,-0.9,2,-6
COc1ccc(OC(=O)COc2cc(C)ccc2C)cc1,-1,-7,9,5,0,-1.0,42,-3
O=C(Nc1ccccc1)N1C[C@@H]2[C@H](c3ccccc31)[C@@H](CO)N2C(=O)c1ccccn1,-12[16.7 µM],/,0,-9,-2,0.2,22,3
Cc1oc(-c2ccccc2)cc1C(=O)Nc1cccc2ccccc12,-9,-5,/,-11,0,/,/,-2
Cc1ccc(-n2c(Cc3cccn3C)nnc2SCC(=O)NC2CCCCC2)cc1,3,/,/,8,-1,/,45,1
Cc1ccc(-c2nnn(CC(=O)Nc3cccc4c3CCCC4)n2)o1,4,2,/,-6,1,/,7,0
COc1cc(CCC(=O)OCC(=O)Nc2ccccc2F)cc(OC)c1OC,-3,-1,-3,-2,6,-1.6,2,0
Cc1noc(C)c1NC(=O)N(C)C[C@H]1Oc2c(NC(=O)C3CC3)cccc2C(=O)N([C@@H](C)CO)C[C@H]1C,-3[16.7 µM],/,-1,4,3,2.7,-1,-2
